DDE Tn6 FP inh = DD(E)-Tn6 binding inhibition, primary FP screen. hit rate 0.21% among 370,000. Fibrin DD(E) TRITC-Tn6 fluorescence polarization displacement. P02675. inhibition, % at 8.3 µM. AID 720509;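 active = inhibition above a per-campaign cutoff: mean of compounds within control limits plus 3 SD, cut at about 15% in these data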;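 note: 0% = median of all compound wells on the plate and 100% = blocking peptide control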
GAA850 FXN act = increases GAA850 frataxin promoter reporter activity; hit rate 0.56% among 360,000; HEK293 lucGAA850 FXN promoter luciferase reporter, 24 h; percent of 10 µM SAHA response; activation, % at 6 µM;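 active = activation above the average of all compounds screened plus 3 SD, cutoff fixed separately per campaign, cut at about 7.5% in these data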;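 note: 0% = DMSO wells and 100% = 10 µM SAHA wells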
ADAM10 inh = inhibits human ADAM10 | hit rate 0.62% among 370,000 | recombinant ADAM10, EDANS/DABCYL FRET peptide cleavage, 3 h | O14672 | AID 720582 | inhibition, % at 7 µM;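 active = inhibition above a per-campaign cutoff equal to the mean of compounds falling between control-based bounds plus 3 SD, cut at about 20% in these data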;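 note: 0% = DMSO wells while the 100% control is not disclosed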
NPR1 activator = GC-A (human) enzyme activation. P16066. HEK293 GC-A cells, cGMP TR-FRET, EC30 ANP; 0% at EC30 ANP, 100% saturating ANP. hit rate 0.14% among 370,000. activation, % at 10 µM. AID 1671463; in the data active = activation above about 40%
rCAG binder = molecules binding r(CAG) RNA repeats; r(CAG) RNA repeat, TO-PRO-1 dye displacement fluorescence; inhibition, % at 3 µM; hit rate 1.3% among 370,000;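 active = inhibition above the plate cutoff, the mean of all test compounds on that plate plus 3 SD, cut at about 35% in these data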;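 note: 0% = DMSO alone and 100% = 100 µM mitoxantrone as full dye displacement; higher means more dye released from RNA so lower well fluorescence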
sPLA2-III inh = Inhibits HGIII-sPLA2 liposome hydrolysis, primary screen; Q9NZ20; QFRET BODIPY PC-A2 liposome hydrolysis, fluorescence; inhibition, % at 12.2 µM; hit rate 0.56% among 370,000; AID 743126;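 active = inhibition above mean plus 3 SD of compounds lying within the high and low control bounds, cut at about 19% in these data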;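 note: 0% = median of test compound wells and 100% = no enzyme DMSO wells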
Target sequence (Q9NZ20 whole entry, looked up): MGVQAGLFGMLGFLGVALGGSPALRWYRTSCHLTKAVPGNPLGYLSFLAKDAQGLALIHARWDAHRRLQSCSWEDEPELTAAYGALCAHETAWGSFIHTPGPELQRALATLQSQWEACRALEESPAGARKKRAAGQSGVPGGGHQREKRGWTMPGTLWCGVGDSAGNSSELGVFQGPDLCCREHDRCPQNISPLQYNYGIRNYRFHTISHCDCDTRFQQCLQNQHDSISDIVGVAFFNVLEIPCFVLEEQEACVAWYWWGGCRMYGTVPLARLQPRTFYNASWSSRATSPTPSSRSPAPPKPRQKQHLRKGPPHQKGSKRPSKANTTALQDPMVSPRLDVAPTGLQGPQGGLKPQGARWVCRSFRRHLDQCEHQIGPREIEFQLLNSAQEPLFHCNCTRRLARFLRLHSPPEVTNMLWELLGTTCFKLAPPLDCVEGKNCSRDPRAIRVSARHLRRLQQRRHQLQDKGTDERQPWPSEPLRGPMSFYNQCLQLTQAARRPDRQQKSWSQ
KLK7 zymogen act = activators of human kallikrein-7 zymogen; P49862; purified proKLK7, EDANS-DABCYL substrate fluorescence; 100% is mature enzyme control, 0% vehicle; activation, % at 7 µM; hit rate 0.9% among 370,000; AID 652039;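 active = activation above the mean of all tested compounds plus 3 SD, computed per campaign excluding outliers beyond control limits, cut at about 13% in these data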
Target sequence (P49862 whole entry, looked up): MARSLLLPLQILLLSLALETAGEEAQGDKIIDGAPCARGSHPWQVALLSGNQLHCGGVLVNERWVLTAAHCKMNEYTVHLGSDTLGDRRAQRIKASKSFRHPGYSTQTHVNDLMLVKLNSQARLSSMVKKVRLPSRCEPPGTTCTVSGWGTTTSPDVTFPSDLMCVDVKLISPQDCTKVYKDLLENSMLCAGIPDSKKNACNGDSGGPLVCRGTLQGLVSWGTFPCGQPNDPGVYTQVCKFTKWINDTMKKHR
ARFGAP1 inh = inhibits rat ARF GTPase activating protein 1. hit rate 0.26% among 360,000. Arfgap1-stimulated ARF1 GTP hydrolysis, GDP FP detection. AID 651572. Q62848. inhibition, % at 16.5 µM;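 active = inhibition above a per-plate limit, mean inhibition of low control wells plus 3 SD, cut at about 25% in these data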;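 note: 0% = DMSO wells with enzyme and 100% = wells lacking Arfgap1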
Target sequence (Q62848 1-136 limits assumed): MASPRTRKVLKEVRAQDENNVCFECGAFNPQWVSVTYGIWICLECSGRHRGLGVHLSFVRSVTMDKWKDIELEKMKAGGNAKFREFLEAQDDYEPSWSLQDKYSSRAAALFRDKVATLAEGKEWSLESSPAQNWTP
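system = rat Arfgap1 catalytic domain, aa 1-136 | technique = FP, GDP Alexa 633 tracer displaced from anti-GDP antibody, 620/688 nm | compound = one concentration, 16.5 µM, DMSO 1.26% | medium = HEPES-based buffer, pH 7.5 | timing = compound-enzyme preincubation 20 min, reaction 120 min, detection 60 min, 25 °C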
GC-B act = GC-B (human) receptor activation; HEK293-GC-B cells, CNP EC30, cGMP TR-FRET; 0% at EC30 CNP, 100% saturating CNP; AID 1920062; activation, % at 10 µM; hit rate 0.11% among 370,000;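 active = activation at 10 µM reaching about 35% in either raw or pattern-adjusted values, limit read from the data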
ASAP1 inh = ASAP1 ArfGAP inhibition; Q9ULH1; ASAP1-stimulated ARF1 GTP hydrolysis, GDP FP detection; inhibition, % at 16.5 µM; hit rate 0.19% among 360,000; AID 624377; in the data active = inhibition above about 25%;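 note: 0% = vehicle with enzyme and substrate and 100% = no enzyme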
* marks the source's active call; other numbers are inactive results; i = inactive; nt = not tested or not shown.

#1 O=C(c1ccncc1)N1N=C(c2ccc(Cl)cc2)CC1c1ccccc1O (stereo not drawn)
#2 CCCCCCCCCOC(=O)C[n+]1csc(CCO)c1C
#3 COC(=O)COc1ccc(C2NC(=O)NC(C)=C2C(=O)NCc2ccccc2)cc1OC (stereo not drawn)
#4 Cc1ccccc1NC(=O)Cc1nnc(SCC(=O)NC2=NCCS2)n1C
#5 Cc1cc(C)n(-c2ccc(C(=O)OCC(=O)NCc3ccco3)cc2)n1
#6 COc1ccc(NC(=O)Nc2cccs2)cn1
#7 Cc1nc2ccccc2cc1C(=O)NCc1ccco1
#8 CC[C@H](C)[C@H](NC(=O)OCc1ccccc1)C(=O)OCC(=O)N1CCN(c2ccc(OC)cc2)CC1
assay / compound	1	2	3	4	5	6	7	8
DDE Tn6 FP inh	5	4	2	4	4	-3	2	-2
GAA850 FXN act	6.5	-0.5	-0.8	2.1	-1.9	1.5	1.2	-0.3
ADAM10 inh	5	2	1	-3	3	5	9	-1
NPR1 activator	-4	-6	-1	5	-1	-1	2	0
rCAG binder	5	2	0	-1	-3	9	3	-1
sPLA2-III inh	-17	-53	-2	-3	0	0	1	-2
KLK7 zymogen act	-0.2	0.5	-0.3	0.8	0.5	0.8	-0.1	0.4
ARFGAP1 inh	-12	2	8	5	4	-7	-18	4
GC-B act	4	4	6	4	-1	-2	-4	-1
ASAP1 inh	-2	-15	1	5	2	6	-14	-2

One compound at a time, from the list above. Order of screens: DDE Tn6 FP inh	GAA850 FXN act	ADAM10 inh	NPR1 activator	rCAG binder	sPLA2-III inh	KLK7 zymogen act	ARFGAP1 inh	GC-B act	ASAP1 inh
`CC[C@H](C)[C@H](NC(=O)OCc1ccccc1)C(=O)OCC(=O)N1CCN(c2ccc(OC)cc2)CC1` is entered as -2	-0.3	-1	0	-1	-2	0.4	4	-1	-2
`Cc1nc2ccccc2cc1C(=O)NCc1ccco1` is entered as 2	1.2	9	2	3	1	-0.1	-18	-4	-14
`COC(=O)COc1ccc(C2NC(=O)NC(C)=C2C(=O)NCc2ccccc2)cc1OC` (stereo not drawn) is entered as 2	-0.8	1	-1	0	-2	-0.3	8	6	1
`COc1ccc(NC(=O)Nc2cccs2)cn1` is entered as -3	1.5	5	-1	9	0	0.8	-7	-2	6

Additional results:
#9 COc1ccccc1CNc1ncccn1
#10 CCOC(=O)C1(C)C=C(Nc2ccc(OC)cc2)C(=O)N1c1ccc(OC)cc1 (stereo not drawn)
#11 COCCN(C(=O)CNC(=O)c1cccs1)C(C(=O)NC1CCCCC1)c1ccco1 (stereo not drawn)
#12 Fc1ccc(NC(=S)N2CCOCC2)c(F)c1
#13 Cc1ccc(CCNC(=O)CN(C)S(=O)(=O)c2ccc3c(c2)n(C)c(=O)c(=O)n3C)cc1
#14 COc1ccc(CNC(=O)CCCn2ccc3cc(S(=O)(=O)N4CCCC4)ccc32)cc1
#15 CC(NC(=O)c1ccccc1NC(=O)c1ccco1)C(=O)O (stereo not drawn)
#16 COC(=O)c1ccc(S(=O)(=O)N2CCC(NC(=O)CCc3ccccc3)CC2)cc1
assay / compound	9	10	11	12	13	14	15	16
DDE Tn6 FP inh	-4	3	0	7	-6	3	1	-2
GAA850 FXN act	1.3	0.1	-0.8	1.0	-2.0	-2.9	-1.1	nt
ADAM10 inh	10	5	-11	0	-17	-5	-14	-4
NPR1 activator	1	-3	-1	1	-4	-5	1	0
rCAG binder	0	0	-10	1	-2	-2	6	2
sPLA2-III inh	11	-2	-3	5	15	-18	7	2
KLK7 zymogen act	0.5	-0.2	-0.1	-0.4	0.2	0.6	-0.1	0.4
ARFGAP1 inh	-3	0	-7	9	8	-8	-4	nt
GC-B act	1	-10	0	7	-1	-8	-1	-1
ASAP1 inh	-14	6	-4	5	10	0	-4	nt

#17 CCCCC[C@H]1CCCCC[C@@H](O)C[C@@H](O)[C@@H](O)/C=C/C(=O)O1
#18 Cc1ccccc1/C=N/NC(=O)c1ccc(-n2cnnn2)cc1
#19 O=c1[nH]c2ccc(S(=O)(=O)N3CCN(C4CCCCC4)CC3)cc2[nH]c1=O
#20 CN(C(=O)COC(=O)C12CC3CC(CC(C3)C1)C2)c1c(N)n(Cc2ccccc2)c(=O)[nH]c1=O
#21 Cc1ccc(C(=O)Nc2c[nH]c(=O)[nH]c2=O)cc1
#22 CC[C@]12c3[nH]c4ccc(OC)cc4c3CCN1C(=O)C(CC(=O)NCc1ccco1)C[C@@H]2C(=O)N1CCN(C(=O)C2CC2)CC1 (stereo partly drawn)
#23 O=C(Cn1ccc(NC(=O)OCc2ccccc2)nc1=O)NCc1ccccn1
#24 COc1ccc(CCNC(C)C(=O)Nc2ccc(S(N)(=O)=O)cc2)cc1 (stereo not drawn)
assay / compound	17	18	19	20	21	22	23	24
DDE Tn6 FP inh	-3	-5	-5	-6	-4	-6	2	2
GAA850 FXN act	nt	1.2	2.3	2.5	1.0	1.1	0.5	-0.7
ADAM10 inh	-11	-2	-96	-14	-4	-4	-2	-7
NPR1 activator	2	-5	4	3	-1	-1	2	4
rCAG binder	-1	2	4	0	-1	2	0	2
sPLA2-III inh	3	-2	-8	5	1	1	3	4
KLK7 zymogen act	0.1	0.5	1.5	0.8	0.3	0.8	0.3	-0.4
ARFGAP1 inh	-2	-3	-4	3	7	8	-4	1
GC-B act	-3	3	4	1	0	1	9	-3
ASAP1 inh	20	-4	3	0	2	2	5	-1

#25 Cc1cccc(Nc2nnc(SCC(=O)Nc3cccc(S(=O)(=O)N4CCCCC4)c3)s2)c1
#26 CCCn1nc(C(=O)NNC(=O)CCCOc2ccc(C)cc2)c2ccccc2c1=O
#27 NC(=O)c1c(NC(=O)Cc2cccs2)sc2c1CCC2
#28 COc1ccc(NC(=O)CN(C)S(=O)(=O)c2cnc[nH]2)cc1OC
#29 COc1ccc(OC)c(NC(=O)CCCC(=O)NC2CCCCC2)c1
#30 c1ccc(CCc2ccccc2-c2nc(-c3ccccn3)no2)cc1
#31 CC1=NNC(=O)C1C(c1ccc(F)cc1)C(C#N)C#N (stereo not drawn)
#32 COc1ccc(C(C)=NOC(=O)c2c(-c3ccccc3Cl)noc2C)cc1CN1CCOCC1
assay / compound	25	26	27	28	29	30	31	32
DDE Tn6 FP inh	6	-4	4	3	-6	2	-2	-2
GAA850 FXN act	0.2	0.5	1.6	0.9	1.9	1.7	-0.9	-2.2
ADAM10 inh	14	-5	-4	10	5	0	-5	-1
NPR1 activator	-6	-1	4	-1	-3	-2	0	-2
rCAG binder	17	-5	1	2	-5	3	1	1
sPLA2-III inh	-11	-5	5	2	12	8	-4	-20
KLK7 zymogen act	-1.1	0.3	0.5	-0.5	0.3	-0.7	0.5	0.3
ARFGAP1 inh	-2	4	5	6	8	3	8	6
GC-B act	-6	-6	-5	2	5	-2	4	3
ASAP1 inh	4	-14	18	3	4	1	0	4

#33 Cn1c(=O)oc2cc(S(=O)(=O)NCCC(=O)Nc3ccc4c(c3)OCCO4)ccc21
#34 Cc1ccc(CN2CCNC(=O)C2CC(=O)N(C)C2CCCCC2)o1 (stereo not drawn)
#35 CC(C)N(NC(=O)c1cccc2ccccc12)C(C)C
#36 Cc1ccc(C)c(N2N=C(C(=O)Nc3cccc(S(=O)(=O)N4CCCCC4)c3)CCC2=O)c1
#37 CC(=O)N1CCN(c2cc(-c3ccco3)nc3cc(-c4ccccc4)nn23)CC1
#38 COC(C/C=C/[C@@H](O)COCc1ccccc1)OC
#39 COCCCNC(=O)CSc1ccsc1[N+](=O)[O-]
#40 O=C(COC(=O)CCc1nc2ccccc2c(=O)[nH]1)Nc1ccccc1
assay / compound	33	34	35	36	37	38	39	40
DDE Tn6 FP inh	2	8	6	-2	-2	-1	6	-4
GAA850 FXN act	-3.0	0.4	-0.6	0.8	nt	1.6	2.2	0.7
ADAM10 inh	0	-2	1	12	i	-3	-3	1
NPR1 activator	-4	0	1	-1	-2	2	2	-5
rCAG binder	13	-4	-1	6	nt	-6	7	1
sPLA2-III inh	1	-2	1	-16	8	8	4	-4
KLK7 zymogen act	-0.8	0.1	-0.5	-0.9	nt	-0.3	-0.4	0.6
ARFGAP1 inh	3	-9	2	8	nt	13	-9	-7
GC-B act	0	-2	4	-1	2	7	-3	-3
ASAP1 inh	7	-20	-6	-10	nt	-8	4	4

#41 CC(C)N(C(=O)Cn1cc(SCC(=O)N2CCCC2)c2ccccc21)C(C)C
#42 CCC1C(=O)C(CC)C(c2ccccc2)NC1c1ccccc1 (stereo not drawn)
#43 COc1ccccc1NC(=O)CCN1C(=O)c2ccccc2S1(=O)=O
#44 COCCNc1nnc(SCC(=O)NC(=O)c2ccc(Cl)cc2)s1
#45 COc1ccc(-n2cc(C(=O)c3cc4ccccc4oc3=O)c(C(C)=O)n2)cc1
#46 CCn1c(SCC(=O)c2[nH]c(C)c(C(C)=O)c2C)nnc1-c1cccs1
#47 CC(=O)Nc1ccc(-c2ccnc3c2CC(C)(C(=O)Nc2ccc(F)c(Cl)c2)O3)cc1 (stereo not drawn)
#48 COc1ccc2c(CC(=O)OCC(=O)Nc3ccccc3[N+](=O)[O-])coc2c1
assay / compound	41	42	43	44	45	46	47	48
DDE Tn6 FP inh	-7	-1	-6	2	3	11	0	1
GAA850 FXN act	-0.2	0.7	2.7	-0.7	-1.4	-2.8	-3.8	3.2
ADAM10 inh	8	0	-4	0	6	8	-1	4
NPR1 activator	0	-2	1	-1	5	-2	-8	0
rCAG binder	-8	-4	-5	1	2	-2	5	0
sPLA2-III inh	1	-3	0	2	1	-38	-5	-9
KLK7 zymogen act	0.5	-0.1	-0.2	0.1	0.2	0.0	-0.7	-0.5
ARFGAP1 inh	4	-9	10	2	-2	-3	2	6
GC-B act	2	-3	-5	-2	9	2	-7	-1
ASAP1 inh	-16	-5	-3	-4	1	3	0	2

#49 COCCNC(=O)C1CCCN(Cc2cccc(C(F)(F)F)c2)CC1 (stereo not drawn)
#50 CCOCC(=O)N1CCN(c2cccc(Cl)c2)CC1
#51 COc1ccc(-n2cnnc2SCC(=O)N(C)C2CCS(=O)(=O)C2)cc1 (stereo not drawn)
#52 COCc1c(C(=O)OCC(=O)N2c3ccccc3NC(=O)C2(C)C)oc2ccccc12
#53 Cc1cc(NC(=O)CSCC(=O)Nc2ccc(Cl)c(C(F)(F)F)c2)no1
#54 NC(=O)NOCc1ccccc1
#55 Cc1ccc(C)c(NS(=O)(=O)c2ccc3c(c2)NC(=O)CO3)c1
assay / compound	49	50	51	52	53	54	55
DDE Tn6 FP inh	-3	3	-3	4	-6	6	6
GAA850 FXN act	-0.7	1.4	-1.0	-0.5	1.5	0.4	0.4
ADAM10 inh	2	-5	-7	-41	3	-6	0
NPR1 activator	-2	3	3	5	-7	-4	-1
rCAG binder	1	0	-2	-4	-1	-2	2
sPLA2-III inh	1	-1	-2	-8	-10	-3	-11
KLK7 zymogen act	-0.1	-0.3	0.5	-0.4	-0.4	-0.7	0.4
ARFGAP1 inh	-2	-1	-6	4	-1	0	5
GC-B act	2	-1	2	7	-6	-4	-2
ASAP1 inh	-6	-6	9	-3	-11	-2	6
